Bioassay records deposited in PubChem BioAssay by National Center for Advancing Translational Sciences (NCATS).
MCF10A rereplic: A quantitative high throughput screen for small molecules that induce DNA re-replication in MCF 10a normal breast cells; Potency, µM (highest dose often 46.1 µM), inactives show at the top dose activity, positive = re-replication, usual class: activators; 350,000 tested, 2.9% active; MCF 10A DNA re-replication, Hoechst nuclear intensity, 48 h; AID 624296, 2012; further: potency means the concentration at half of the fitted maximal effect; % of control where 0% means no effect; nearly all actives have a fitted effect of over 50% in size
HepG2 viability: qHTS for Inhibitors of TGF-b: Cytotox Counterscreen; HepG2 CAGA-GFP viability, ATP luminescence, 18 h; Potency, µM (highest dose often 46.1 µM), without a hit: at the top dose activity change, negative = cytotoxicity, usual class: cytotoxic; 410,000 tested, 0.76% active; further: potency means the concentration at half of the fitted maximal effect; some results filed as inactive show a strong effect at the top dose
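HepG2 CAGA-GFP cells (1000/well, DMEM with 1% FBS) received compound, then TGF-beta at 500 pg/mL final, and were incubated 18 hours at 37 degrees C. Viability was read by CellTiter-Glo luminescence. Media-only wells were set as complete cell-killing and DMSO as no toxicity.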
HT1080 IDH1KD tx: qHTS for induction of synthetic lethality in tumor cells producing 2HG: qHTS for the HT-1080-IDH1KD cell line | AID 686971, 2013 | Potency, µM (titrated, usually from 46.1 µM), for the others: top-dose activity, negative = toxicity, usual class: cytotoxic | 360,000 tested, 2% active | HT-1080 IDH1 knockdown viability, ATP luminescence, 48 h;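 further: potency means the concentration at half of the fitted maximal effect; 0% = DMSO wells and -100% = cell-free medium wells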
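After a 2 h attachment period, IDH1KD HT-1080 cells took pin-transferred compound for 48 h at 37 °C; ATP-based luminescence after 10 min room-temperature reagent incubation reported viability.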
HT1080-NT tox: qHTS for induction of synthetic lethality in tumor cells producing 2HG: qHTS for the HT-1080-NT fibrosarcoma cell line; HT-1080-NT fibrosarcoma viability, CellTiter-Glo ATP luminescence, 48 h; Potency, µM (top dose mostly 46.1 µM), for inactives: top-dose activity, negative = less viability, actives largely listed as cytotoxic; 360,000 tested, 1.6% active;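 further: NT is the 2HG producing partner of a matched IDH1 knockdown line; potency means the concentration at half of the fitted maximal effect; 0% = DMSO-treated cells and -100% = media-only wells without cells; nearly all actives have a fitted effect of over 55% in size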
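Fibrosarcoma NT cells, 750 per well in 5% FBS RPMI, were exposed to compound for 48 hours. Viability: CellTiter-Glo luminescence.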
ATXN2 expr inh: Primary qHTS for Inhibitors of ATXN expression; HEK-293 ATXN2-luciferase reporter, luminescence, 24 h; Potency, µM (doses to about 57 µM), without a hit: at the top dose activity change, negative = inhibition, most hits filed as inhibitors; 360,000 tested, 0.72% active; AID 1745845, 2022; further: potency means the concentration at half of the fitted maximal effect; on the % scale 0 is the no-effect control and ±100 the full control effect; nearly all actives have a fitted effect of over 55% in size
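qHTS (up to 57 uM final) was run with 24 h compound exposure of reporter cells at 37 °C. Each well was multiplexed: SteadyGlo luminescence measured ATXN2-luciferase expression after a fluorogenic Gly-Phe-AFC viability readout (25 uM final).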
KB-3-1 tox: qHTS assay for MDR1-selective chemotherapeutics: Primary screen using the parental adenocarcinoma cell KB-3-1; AID 1347075, 2019; KB-3-1 viability, CellTiter-Glo ATP luminescence, 72 h; 400,000 tested, 1.4% active; Potency, µM (doses to about 46.1 µM), without a hit: at the top dose activity change, negative = cytotoxic, hits mostly cytotoxic; further: potency means the concentration at half of the fitted maximal effect; on the % scale 0 is the no-effect control and ±100 the full control effect; nearly all actives have a fitted effect of over 60% in size
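Parental KB-3-1 adenocarcinoma cells in phenol-red-free DMEM with 10% FBS were pin-treated with compounds at several concentrations, incubated 72 h at 37 °C, and viability read by CellTiter-Glo luminescence; concentration-effect curves were fitted after normalization.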
SW480 rerep: A quantitative high throughput screen for small molecules that induce DNA re-replication in SW480 colon adenocarcinoma cells | SW480 DNA re-replication, Hoechst DNA content imaging, 48 h | Potency, µM (doses to about 46.1 µM), for the others: top-dose re-replication activation, hits mostly activators | 340,000 tested, 1.8% active | AID 624297, 2012; further: potency means the concentration at half of the fitted maximal effect; % of control where 0% means no effect; nearly all actives have a fitted effect of over 55% in size
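First, 250 cells per well were seeded. Next, compound or vehicle (23 nL) was pinned in, plates sat 48 hr at 37 C. Finally Hoechst was added for 40 min before fluorescence scanning.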
S2 tox: Viability Counterscreen for Primary qHTS for Inhibitors of ATXN expression | 400,000 tested, 0.49% active | S2 cells (HEK-293 line with an ATXN2-luciferase reporter) viability, CellTiter-Fluor protease fluorescence, 24 h | Potency, µM (series often up to 56.7 µM), actives largely listed as cytotoxic | AID 651635, 2014; further: potency means the concentration at half of the fitted maximal effect; nearly all actives have a fitted effect of over 40% in size
IL1B secr inh: qHTS for Inhibitors of Inflammasome Signaling: IL-1-beta AlphaLISA Primary Screen; 360,000 tested, 4.7% active; activity change, % at 57.5 µM; THP-1 LPS/ATP IL-1B secretion, AlphaLISA, 16 h; hits give low values; in the data active means activity change below about -50%; inconclusive means mostly about -30% to -49%; further: on the % scale 0 is the no-effect control and ±100 the full control effect
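Secreted IL-1B measured by AlphaLISA bead assay after 16 h compound exposure of THP-1 cells; compounds (final up to 57.5 uM) added 1 h before LPS (250 ng/mL) and ATP (1.25 mM) stimulation; lower signal means less secretion.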
* hit, by the source's call; i = inactive; ? = inconclusive; . = not tested or not shown; [ ] = another dose, or the depositor's remark. Unless noted, the call rests on the fitted dose curve; in most records, active means well fitted curve in the direction sought with a large enough effect; inconclusive means small, poorly fitted or top-dose-only effect, or another doubt; inactive means no such curve, though single readings can be large; an effect the other way counts as inactive or inconclusive. This is a random part of the collection; overall some 8.9% were active at least once.

Compound	S2 tox	MCF10A rereplic	IL1B secr inh	HT1080 IDH1KD tx	HepG2 viability	HT1080-NT tox	KB-3-1 tox	ATXN2 expr inh	SW480 rerep
Cc1c(C(=O)OCC(C)C)[nH]c2c1C(=O)CC(c1cccs1)C2 (stereo unspecified)	?	?	60	1.3µM*	6%	1.6µM*	?	-25%	3.7µM*
Nc1nnn(-c2ccccc2)c1-c1ccccc1	i	-1%	6	-4%	10%	15%	25%	11%	15µM*
COc1cc(/C=N/Nc2nc3ccccc3s2)ccc1O	i	?	?	?	-27%	21µM*	-29%	165%[activator]	9%
Cc1ccc(N(CC(=O)NC(C)(C)C)C(=O)CNC(=O)c2cccs2)cc1C	i	1%	-2	2%	-1%	-4%	?	-13%	-7%
COc1cc2c(cc1OC)C(c1c(-c3c(Cl)cccc3Cl)noc1C)=NCC2	i	.	9	?	-15%	-21%	-16%	.	.
CCc1ccc(Nc2nnc(SCn3nnc4ccccc4c3=O)s2)cc1	i	-2%	-4	-6%	-19%	0%	0%	3%	-3%[9.22 µM]
COc1cccc(-c2cc3nc(Nc4ccc(OC)c(OC)c4)n(C)c(=O)c3s2)c1	?	.	?	?	-10%	?	0%	-37%	.
CCCCC1(C)OC(=O)C(=Cc2ccc(N(C)C)cc2)C(=O)O1 (stereo unspecified)	i	-2%	5	14%	11%	9%	6%	4%	-9%
O=C(CSCc1ccc(Br)cc1)NCCc1ccccc1	i	-3%	-23	4%	-48%	4%	4%	-2%	2%
COCC(=O)Nc1ccc2c(c1)OCO2	i	-1%	0	2%	0%	21%	13%	-26%	-3%
O=C(COC(=O)c1cccnc1Nc1cccc(C(F)(F)F)c1)NCCN1C(=O)CSC1=O	i	26%	14	-7%	-12%	-2%	1%	-17%	14%
CCOC(=O)c1[nH]c(C)c(C(=O)OCC(=O)NCc2ccc(OC)cc2)c1C	i	-1%	35	5%	-2%	8%	7%	2%	-12%
Cc1cccc(NC(=O)C2CCCN(S(=O)(=O)c3cccs3)C2)c1C (stereo unspecified)	i	8%	10	-10%	1%	11%	0%	-10%	-2%
Cc1cc(C)c2c(C(C)(C)C)nn(-c3ccccc3)c2n1	i	?	18	17%	-1%	11%	-6%	.	-8%
Cc1cccn2c(=O)c3cc(C(N)=S)c(=N)n(CCCOC(C)C)c3nc12	.	?	?	-5%	-15%	-8%	?	-24%	0%
COc1ccc(-c2nc(N)nc(N)n2)c(O)c1	i	?	-24	-7%	-18%	-6%	-4%	2%	?
CCC(=O)N1CCn2c1nc1ccccc12	i	-4%	-8	10%	-9%	8%	9%	5%	-3%
CCn1c(CN2CCC(C)CC2)nc2cc(S(=O)(=O)N3CCCCC3)ccc21	?	.	-10	0%	-49%	1%	3%	.	.
CCOC(=O)[C@H]1[C@H]2COc3ccc(Br)cc3[C@@H]2N2C(=O)c3cc(F)c(F)cc3NC(=O)[C@@]12C	i	25%	-52*	-18%	-19%	-22%	?	?	10%
Cc1cn(C(=O)c2cccc(Br)c2)c(C)n1	i	12%	32	2%	-12%	-5%	-7%	-11%	2%[9.22 µM]
FC(F)(F)c1cccc(NC(=S)NCc2ccccc2)c1	i	-1%	-2	?	-41%	?	?	-10%	1%
CCOc1ccc(S(=O)(=O)n2c([N+](=O)[O-])cnc2C)c(C)c1C	i	19%	-2	11%	-1%	8%	14%	8%	?
CC12C=CC3(CN(Cc4ccccc4)C(=O)C3C1C(=O)NCc1ccco1)O2 (stereo unspecified)	i	-1%	78	-17%	5%	-7%	7%	12%	9%
COc1ccc2c(c1OC)C(=O)N(c1cccc(C)c1)C2=O	i	11%	-20	10%	2%	13%	10%	20%	-1%
O=C(COc1cccc(Cl)c1)NCC(c1cccs1)N1CCOCC1 (stereo unspecified)	i	-1%	17	-1%	-23%	3%	-7%	5%	3%
O=C1C=C(c2ccc(Br)c3ccccc23)C[C@@H](c2ccc3c(c2)OCO3)C1	i	?	-5	-3%	-10%	2%	0%	3%	-46%[inhibitor][9.22 µM]
COc1ccc(C2=NN(C(=O)CCCC(=O)O)C(c3cn(-c4ccccc4)nc3-c3ccccc3)C2)cc1 (stereo unspecified)	i	5%	-5	-7%	-1%	2%	-1%	-9%	?
Cc1nc(SCC(=O)NC2CCCC2)c2oc3ccccc3c2n1	?	.	9	-2%	2%	1%	1%	.	.
CN(C)Cc1cc(CN(C)C)c(O)c(CCc2ccccc2)n1	i	-1%	7	5%	-16%	10%	7%	0%	-1%
CC(=O)NC(=S)Nc1cc(C(=O)O)ccc1Cl	i	17%	-9	5%	0%	0%	-1%	.	-3%
O=C(NCC(c1ccc2c(c1)OCO2)N1CCN(c2ccccc2)CC1)c1ccccc1 (stereo unspecified)	i	.	.	.	-29%	.	4%	-1%	.
COc1cc(Nc2cc(C)nc3ncnn23)cc(OC)c1OC	i	4%	34	5%	3%	?	-4%	17%	-8%
Cc1nn(Cc2ccc(Cl)cc2)c2sc(C(=O)OCC(N)=O)cc12	i	18%	-23	-29%	7%	-25%	-11%	-13%	9%
COc1ccc(NS(=O)(=O)c2cc(NC(=O)c3ccccn3)ccc2OC)cc1Br	i	21%	-56*	-9%	-13%	-8%	7%	-3%	1%
Cc1onc(-c2ccccc2)c1C(=O)n1cccn1	i	2%	25	4%	3%	10%	-2%	0%	-4%
CCCCCOC(=O)CSc1ncnc2sc3c(c12)CCC(C)C3 (stereo unspecified)	i	.	.	.	0%	.	9%	6%	.
CCN(C(=O)c1cc2c(=O)n3cccc(C)c3nc2s1)C1CCCCC1	i	16%	6	11%	-13%	7%	-9%	56%[activator]	5%
Cc1nn(-c2cc(N3CCOCC3)ccc2[N+](=O)[O-])c(=O)c2ccccc12	i	22%	-21	-2%	-8%	3%	-11%	2%	-8%
Cc1ccc(Cl)cc1NC(=O)CN1C(=O)c2ccccc2Sc2ncccc21	?	.	.	.	-25%	.	5%	-14%	.
COc1ccc(C2(C(=O)Nc3ccc(C)cc3)CCOCC2)cc1	i	6%	17	17%	9%	6%	9%	-8%	-2%
COc1ccc(-c2cc3nc(C)c(CCC(=O)N4CCN(c5cc(C)ccc5C)CC4)c(C)n3n2)c(OC)c1	i	.	.	.	0%	.	2%	4%	.
O=C(Nc1ccc(S(=O)(=O)NCCc2ccccc2)cc1)c1ccncc1	i	11%	8	-14%	-7%	-29%	?	?	?
Brc1c(NC2=NCCN2)ccc2nccnc12	i	0%	.	.	-1%	.	0%	-2%	-8%
CC(Oc1cccc(Cl)c1)C(=O)NC1CC(C)(C)NC(C)(C)C1 (stereo unspecified)	i	?	8	-6%	4%	0%	.	-7%	61%
Cc1ccc(C(=O)CCC(=O)Nc2ccc(Cl)c(S(=O)(=O)Nc3cccc(Cl)c3)c2)cc1	i	5%	7	-11%	-34%	-16%	-2%	-2%	-5%
C/C(=N\NC(=O)CNC(=O)c1ccco1)c1ccc(Br)cc1	i	0%	-5	6%	7%	-2%	-1%	3%	-3%
CCn1c(C)nc2cc(C(=O)NNS(=O)(=O)c3c(C)c(C)cc(C)c3C)ccc21	i	72%[0.0737 µM]	-2	18%	2%	0%	12%	4%	-5%
CCn1c(N2CCN(C(=S)NCCc3ccccc3)CC2)nc2ccccc21	?	-1%	?	10%	-31%	-8%	-14%	-9%	6%
O=C(CSc1nnc2c(Cl)cc(C(F)(F)F)cn12)N(Cc1ccccc1)Cc1ccccc1	i	2%	-29	-7%	11µM*	-26%	-23%	-8%	2%
CC(C)N(C)c1ncnc2c1ncn2[C@H]1CN(Cc2ccccc2)C[C@@H](CO)O1	i	.	-9	13%	11%	13%	0%	3%	.

(listing goes on)
Compound	S2 tox	MCF10A rereplic	IL1B secr inh	HT1080 IDH1KD tx	HepG2 viability	HT1080-NT tox	KB-3-1 tox	ATXN2 expr inh	SW480 rerep
Cc1ccc(C)c(S(=O)(=O)N2CCN(C(=O)c3ccccc3Cc3ccccc3)CC2)c1	i	16%	-59*	-14%	6%	-19%	-11%	-29%	-19%
Cc1cc(C)cc(Nc2ccc(C(=O)O)cc2[N+](=O)[O-])c1	i	-9%	17	-14%	-5%	-11%	1%	1%	-4%
CCOC(=O)C(=O)Nc1nc(-c2ccccc2)c(-c2ccccc2)o1	i	17%	-9	2%	1%	6%	1%	3%	0%
COc1cccc(C2c3[nH]c4ccccc4c3C[C@H]3C(=O)N(c4ccccc4C(=O)NCCCN4CCOCC4)C(=O)N23)c1 (stereo partly specified)	i	?	28	-25%	-7%	?	0%	3%	?
Cc1cc(C)cc(NC(=S)N(Cc2ccc(Br)cc2)Cc2ccc(C(=O)O)cc2)c1	i	?	-19	-15%	0%	-3%	-3%	-19%	2%
COC(=O)c1ccc(COc2ccccc2/C=C/C(=O)c2ccc(OCC(=O)O)cc2)cc1	i	?	-94*	?	-21%	?	-6%	-9%	?
Cc1noc(C)c1CSc1nc2sc3c(c2c(=O)n1C)CCCC3	?	?	-26	-5%	-76%	5%	-9%	-11%	8%
O=[N+]([O-])c1cc(-c2ncccn2)c([N+](=O)[O-])s1	.	7.3µM*	-86*	21µM*	-96%	16µM*	16µM*	?	21µM*
